# Source: PubChem
# TGFb inhibitor: TGF-b pathway inhibition; HepG2 CAGA-GFP TGF-b/SMAD3 reporter, GFP fluorescence, 18 h; TGF-beta stimulated, 500 pg/mL final; actives 1.2% (n = 410,000); Potency, µM (series often up to 46.1 µM), without a hit: at the highest dose activity, negative = inhibition, most hits filed as inhibitors; note: % is set by controls: 0 for no effect and ±100 for the full control effect; nearly all actives have a fitted effect of over 65% in size
#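 Cell-based qHTS in HEPG2 carrying a CAGA-GFP Smad reporter; compounds added before 500 pg/mL final TGF-beta, 18 h incubation at 37 degrees C, GFP fluorescence quantified per cell by imaging cytometry.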
# ATXN2 expr inh: ATXN2 expression inhibition; actives 0.72% (n = 360,000); Potency, µM (top dose mostly 57 µM), for the others: at the highest dose activity change, negative = inhibition, hits mostly inhibitors; HEK-293 ATXN2-luciferase reporter, luminescence, 24 h; note: % is set by controls: 0 for no effect and ±100 for the full control effect; nearly all actives have a fitted effect of over 55% in size
#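 qHTS (up to 57 uM final) was run with 24 h compound exposure of reporter cells at 37 °C. Each well was multiplexed: SteadyGlo luminescence measured ATXN2-luciferase expression after a fluorogenic Gly-Phe-AFC viability readout (25 uM final).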
# S2 tox: viability counter-screen for ATXN expression inhibitors; S2 cells (HEK-293 line with an ATXN2-luciferase reporter) viability, CellTiter-Fluor protease fluorescence, 24 h; Potency, µM (titrated, usually from 56.7 µM), most hits filed as cytotoxic; actives 0.49% (n = 400,000); note: nearly all actives have a fitted effect of over 40% in size
# MCF10A rereplic: DNA re-replication induction in MCF 10a cells. MCF 10A DNA re-replication, Hoechst nuclear intensity, 48 h. actives 2.9% (n = 350,000). Potency, µM (titrated, usually from 46.1 µM), for inactives: top-dose activity, positive = re-replication, hits mostly activators; note: % of control where 0% means no effect; nearly all actives have a fitted effect of over 50% in size
# EPAC2 antagonist: EPAC2 (human) antagonism; Q8WZA2; EPAC2 GEF exchange of Rap1B-BODIPY-GDP, fluorescence; Potency, µM (highest dose often 114 µM), for the others: at the top dose activity, negative = inhibition, hits mostly inhibitors; actives 0.18% (n = 360,000); note: % is set by controls: 0 for no effect and ±100 for the full control effect; nearly all actives have a fitted effect of over 45% in size; many of its hits are not listed in these tables
# Target sequence (Q8WZA2 whole entry, looked up): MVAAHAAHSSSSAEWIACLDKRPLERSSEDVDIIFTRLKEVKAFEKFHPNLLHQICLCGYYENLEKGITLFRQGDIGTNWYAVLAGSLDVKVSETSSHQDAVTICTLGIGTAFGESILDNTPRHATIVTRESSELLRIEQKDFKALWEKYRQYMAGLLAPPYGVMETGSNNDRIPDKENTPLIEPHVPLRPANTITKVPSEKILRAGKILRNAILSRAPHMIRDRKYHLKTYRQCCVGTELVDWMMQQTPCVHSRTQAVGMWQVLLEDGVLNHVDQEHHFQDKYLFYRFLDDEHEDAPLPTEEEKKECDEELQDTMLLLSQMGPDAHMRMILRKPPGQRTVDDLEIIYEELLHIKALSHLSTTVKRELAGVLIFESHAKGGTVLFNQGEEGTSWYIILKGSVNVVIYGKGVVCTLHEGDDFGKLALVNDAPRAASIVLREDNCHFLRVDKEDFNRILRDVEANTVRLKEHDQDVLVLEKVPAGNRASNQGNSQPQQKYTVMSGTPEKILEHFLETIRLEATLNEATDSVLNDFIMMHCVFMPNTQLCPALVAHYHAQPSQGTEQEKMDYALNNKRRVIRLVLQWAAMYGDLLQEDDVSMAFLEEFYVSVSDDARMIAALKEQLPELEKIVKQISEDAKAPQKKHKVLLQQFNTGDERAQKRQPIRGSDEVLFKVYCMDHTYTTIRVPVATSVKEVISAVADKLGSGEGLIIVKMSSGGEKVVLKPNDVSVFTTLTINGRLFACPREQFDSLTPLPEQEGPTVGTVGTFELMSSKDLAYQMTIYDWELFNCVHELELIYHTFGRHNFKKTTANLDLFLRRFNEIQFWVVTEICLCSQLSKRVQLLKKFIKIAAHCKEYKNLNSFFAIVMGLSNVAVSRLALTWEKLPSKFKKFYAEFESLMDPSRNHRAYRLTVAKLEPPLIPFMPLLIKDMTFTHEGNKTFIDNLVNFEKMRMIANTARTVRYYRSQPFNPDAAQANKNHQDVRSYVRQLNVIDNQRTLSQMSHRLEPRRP
# HepG2 viability: kills HepG2 cells in TGF-b inhibitor counter-screen; HepG2 CAGA-GFP viability, ATP luminescence, 18 h; Potency, µM (doses to about 46.1 µM), without a hit: at the top dose activity change, negative = cytotoxicity, most hits filed as cytotoxic; actives 0.76% (n = 410,000); AID 588856; note: some results filed as inactive show a strong effect at the top dose
#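 CellTiter-Glo luminescence gave cytotoxicity after 18 hours at 37 degrees C. The cells were HepG2 CAGA-GFP in 1% FBS DMEM, stimulated with 500 pg/mL TGF-beta after compound addition. %Activity was normalised to no-cell wells (complete cell-killing) and DMSO (no toxicity), and curves were fitted and classified.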
# Nrf2 block: blocks Nrf2 signaling; A549 ARE-Fluc reporter, luciferase luminescence, 18-24 h; Potency, µM (top dose mostly 46 µM), for inactives: top-dose activity change, negative = inhibition, most hits filed as inhibitors; actives 2.1% (n = 360,000); AID 504444; note: % is set by controls: 0 for no effect and ±100 for the full control effect; nearly all actives have a fitted effect of over 60% in size
#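 Concentration-response testing used A549 ARE_Fluc cells at 5000 cells/well. Following an 18-24 h compound incubation, viability was read by fluorescence (Ex 405/Em 525) and luciferase output by luminescence.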
# A549 tox: A549 cytotoxicity, counter-screen for Nrf2 inhibitors; AID 504648; A549 ARE-Fluc cells, CellTiter-Fluor viability, 18-24 h; Potency, µM (top dose mostly 46 µM), for the others: at the top dose activity change, negative = cytotoxicity, hits mostly inhibitors; actives 0.16% (n = 390,000); note: % is set by controls: 0 for no effect and ±100 for the full control effect
#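 A549 ARE-Fluc cells in 5% FBS OPTI-MEM, 5000 cells/well, rested 2 h then exposed to compounds in concentration-response for 18-24 h at 37 °C. Viability by CellTiter-Fluor fluorescence (Ex 405/Em 525) after 30 min; luciferase luminescence (BugLite, 15 min, RT) read afterwards.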
# Nrf2 activator: activators of Nrf2 (ARE) signaling; AREc32 ARE-luciferase reporter (MCF7-derived line), luminescence, 24 h; Potency, µM (titrated, usually from 46.1 µM), without a hit: top-dose activation, usual class: activators; actives 0.31% (n = 410,000); AID 624171; note: % of control where 0% means no effect; nearly all actives have a fitted effect of over 65% in size
#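 ARE activation measured as luciferase luminescence (Steady-Glo, 30 min RT) in AREc32_Fluc cells after 24 hr compound exposure at 37 deg C, 5% CO2; cells seeded overnight at 1000/well in OPTI-MEM, 5% FBS.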
# * marks the source's active call; other numbers are inactive results; i = inactive; ? = inconclusive; / = no result given; & = joins results of further samples; ! = a repeat was not active; [ ] = another dose, or the depositor's remark. Calls come from the whole dose curve; as a rule, active = well fitted curve in the direction sought with a large enough effect; inconclusive = small, poorly fitted or top-dose-only effect, or another doubt; inactive = no such curve, though single readings can be large; an effect the other way counts as inactive or inconclusive. Potency is the fitted concentration of half-maximal effect.
SMILES,TGFb inhibitor,ATXN2 expr inh,S2 tox,MCF10A rereplic,EPAC2 antagonist,HepG2 viability,Nrf2 block,A549 tox,Nrf2 activator
C=CCSC1=N/C(=C\c2cc(OC)c3c(c2)OCO3)C(=O)S1,?,-11%,i,-1%,-3%,-7%,25%,-3%,3.0%
Fc1ccc(C[n+]2c(-c3ccccc3)cc(-c3ccccc3)cc2-c2ccccc2)cc1,?,?,?,-31%[inhibitor],4%,-5%,18µM*,?,-0.6%
CCN1C(=O)NC(=O)/C(=C\c2cn(CC(=O)N3CCCCC3)c3ccccc23)C1=O,-9%,-15%,i,-8%,-3%,6%,1%,3%,-0.2%
Cc1cccc(N2C(=O)NC(=O)/C(=C/c3ccc(N4CCOCC4)cc3)C2=O)c1,-14%,-16%,i,1%,-6%,-12%,1%,0%,0.1%
COc1cccc(CCNCc2ccc(SC)cc2)c1,6%,-29%,i,-2%,4%,-28%,?,1%,3.5%
CN(C)CC1CSCCC1(O)c1ccc(C(F)(F)F)cc1 (centres undefined),-2%,-4%,i,?,0%,3%,-7%,-6%,-0.2%
C=C1C(=O)O[C@H]2C[C@@H](C)[C@@H]3C=CC(=O)[C@@]3(C)C[C@H]12,4.5µM*,6.3µM*,?,2.9µM*,6%,7.9µM*,21µM*,?,-3.4%
COc1cccc(NC(=O)CCc2nc(-c3ccc(C(C)(C)C)cc3)no2)c1,-10%,?,i,/,/,-24%,0.26µM*,-3%,-3.9%
CCCCn1c(O)c(C(CC)=NCc2cc(OC)cc(OC)c2)c(=O)[nH]c1=O,-23%,-18%,i,24%,4%,-17%,?,-23%,2.8%
OC(CCNCCc1c[nH]c2ccccc12)C(F)(F)Cl (centres undefined),2%,-26%,i,-4%,6%,-1%,-6%,-1%,0.3%
Cc1ccc(-c2nnc(Nc3ccc(OC(F)(F)Cl)cc3)c3ccccc23)cc1S(=O)(=O)NC(C)(C)CO,?,0%,i,/,/,-28%,?,-20%,-2.3%
CCN(CC)C(=O)c1ccc(NC(=O)COc2ccc([N+](=O)[O-])cc2Cl)cc1,-19%,2%,i,8%,4%,4%,-26%,13%,3.5%
O=C(CN1CCN(c2ccccc2)CC1)Nc1cccc(C(F)(F)F)c1,?,-3%,i,-14%,9%,6%,7%,10%[1.84 µM],1.9%
CC12CCC3C(CCC4CC(=O)OCC43C)C1CCC2O (centres undefined),1%,-9%,i,1%,18%,-9%,-3%,2%,-0.1%
CCCC[N+]12CCC(CC1)C(=C(c1ccccc1)c1ccccc1)C2,-9%,-15%,i,5%,2%,-1%,-5%,-1%,-1.0%
S=P(NCCNP(=S)(N1CC1)N1CC1)(N1CC1)N1CC1,5%,?,i,?,-15%,-3%,-23%,-16%,4.3%
COC(=O)C1=C(c2ccccc2OCc2ccccc2)C[C@@H]2CC[C@H]1N2C(=O)NCCOc1ccccc1,?,?,?,?,6%,-14%,?,?,-0.8%
O=C(c1ccccc1F)c1cn(CC(=O)N2CCCCC2)c2ccccc12,6%,-2%,i,-9%,3%,-3%,/,-5%,-1.1%
CCOP(=S)(OCC)Oc1cc(C)oc(=O)c1Cl,-1%,0%,?,0%,1%,15%,-1%,-13%,-0.6%
CCN1CCN(c2nc3c(c(=O)[nH]2)CCC3)CC1,8%,/,i,6%,0%,2%,6%,-1%,0.3%
CCOC(=O)C1(c2ccccc2)CCN(CCC(=O)Nc2ccc(OC)cc2)CC1,-8%,/,i,/,-2%,-20%,/,/,-0.1%
Nc1nonc1C(=O)N/N=C/c1ccc([N+](=O)[O-])o1,16µM*,-15%[11.3 µM],i,?,-6%,-90%,-14%,-19%,?
Cc1ccc2c(c1)C1CN(C)CCC1N2C(=O)c1ccc(Br)o1 (centres undefined),14%,-3%,i,2%,-2%,-29%,14%,-9%,2.6%
CC(=O)C1(O)CCC2C3CCC4=C(Cl)C(=O)CCC4(C)C3CCC21C (centres undefined),3%,-8%,i,-2%,5%,-14%,-13%,2%,12%
O=C1CC(=O)N(Cc2ccccc2)C(=S)N1,-5%,6%,i,-5%,4%,2%,8%,1%,0.1%
COc1cc(C2c3cc4c(cc3C(O)C3COC(=O)C23)OCO4)cc(OC)c1OC (centres undefined),?,-5%,?,?,2%,3%&10%,?,-18%,-0.5%
O=C(COC(=O)Cc1ccccc1)NC(=O)NC1CCCCC1,14%,8%,?,1%,-9%,0%,17%,-4%,0.1%
CCOC(=O)c1ccc(N2C(=O)c3n[nH]c(-c4cccs4)c3C2c2ccc(Cl)cc2Cl)cc1 (centres undefined),4.5µM*,?,?,/,/,-112%,?,-14%,-4.5%
COC(=O)CN(CCCl)P1(=O)OCCCN1CCCl (centres undefined),/,3%,i,/,3%,/,/,/,-0.3%
COC(=O)[C@@H](Cc1ccccc1)N(Cc1ccccc1)S(=O)(=O)N(Cc1ccccc1)[C@H](Cc1ccccc1)C(=O)OC,?,-4%,i,?,6%,-17%&0%,?,-2%,6.8%
O=c1[nH]c(=O)n(C2CCCCCC2)c(O)c1C=NCCCN1CCOCC1,8%,3%,i,17%,-6%,6%,/,9%,-0.3%
Cc1ccc(C)c(N2CCN(C(=O)CCS(=O)(=O)c3ccc4c(c3)oc(=O)n4C)CC2)c1,-18%&-14%,-17%&-14%,i,1%,-12%,-10%&-6%,21µM*!,12%&7%,0.1%&1.0%
COc1ccc(NC(=O)CSc2nc(-c3ccco3)cc(C(F)(F)F)n2)cc1OC,?,/,/,/,/,-19%,1.6µM*,-11%,0.1%
CC(NCc1ccc(Cl)cc1Cl)C(O)c1ccccc1 (centres undefined),-19%,15%,i,?,-7%,-25%,3%,3%,3.6%
O=C1C=CC(=O)C=C1,10%&18%,1%,i,1%,12%,1%&-4%,9%&13%,-3%&-2%,-1.0%
Cc1ccc(Cn2c(C)c3cnn(CC(=O)N4CCC5(CC4)OCCO5)c(=O)c3c2C)cc1,20%,-22%,i,?,2%,-1%,?,-11%,0.1%
O=C(c1ccc(N2CCCCCC2)c([N+](=O)[O-])c1)N1CCC2(CC1)OCCO2,-1%,-26%,i,23µM*,-9%,-28%,23µM*,?,-0.5%
COc1cc(C=O)ccc1OC(=O)Nc1ccccc1,0%,26%,i,0%,3%,-176%,5%,-8%,-0.1%
O=C(Cn1c(=O)oc2cc(S(=O)(=O)NCc3ccccc3)ccc21)Nc1cccc(F)c1,?,-8%,i,/,/,-45%,-4%,18%,-0.8%
CN1CCN(C(=O)COc2ccc(N(C)S(=O)(=O)c3ccc(F)cc3)cc2)CC1,5%,0%,i,5%,-2%,6%,1%,1%,-0.1%

# Full records as entered above.
# `O=C(c1ccccc1F)c1cn(CC(=O)N2CCCCC2)c2ccccc12` in the list: TGFb inhibitor = 6%; ATXN2 expr inh = -2%; S2 tox = i; MCF10A rereplic = -9%; EPAC2 antagonist = 3%; HepG2 viability = -3%; Nrf2 block = /; A549 tox = -5%; Nrf2 activator = -1.1%
# `Cc1ccc(Cn2c(C)c3cnn(CC(=O)N4CCC5(CC4)OCCO5)c(=O)c3c2C)cc1` in the list: TGFb inhibitor = 20%; ATXN2 expr inh = -22%; S2 tox = i; MCF10A rereplic = ?; EPAC2 antagonist = 2%; HepG2 viability = -1%; Nrf2 block = ?; A549 tox = -11%; Nrf2 activator = 0.1%

# Continuation:
SMILES,TGFb inhibitor,ATXN2 expr inh,S2 tox,MCF10A rereplic,EPAC2 antagonist,HepG2 viability,Nrf2 block,A549 tox,Nrf2 activator
CCCCn1c(O)c(C(C)=NCCN2CCCCC2)c(=O)[nH]c1=O,0%,0%,i,1%,0%[57.1 µM],5%,-10%,5%,0.3%
Cc1cccc(-c2noc(-c3ccc4c(c3)OCO4)n2)c1,0%,64%[activator],/,1%,-1%,-3%,?,8%,2.4%
CC(=O)Nc1ccc(OC(=O)N(C)c2ccccc2)cc1,-1%,3%,i,-3%,0%,4%,-9%,-11%,-0.7%
O=C(CSC1c2ccccc2-c2ccccc21)N/N=C/c1ccc(C(=O)O)cc1,5%,-3%,i,2%,0%,1%,1%,-3%,-0.4%
CC(=O)c1cc(C(C)=O)c(C)[n+](C)c1C,26%,-22%,i,0%,-4%,38%,14%,1%,0.1%
O=C1NC(=O)C(=Cc2ccc(-c3ccccc3[N+](=O)[O-])o2)C(=O)N1,?,-31%,/,?,3%,-45%,-7%,3%,5.1%
CN1C(=O)N(C)C(=O)C2(Cc3cc([N+](=O)[O-])ccc3N3CCN(C(=O)c4ccccc4)CC32)C1=O (centres undefined),17%,17%,?,-3%,3%,3%,-4%,-30%,0.5%
C[C@H](NC(=O)N1C[C@H]2C[C@@H](C1)c1cccc(=O)n1C2)C(=O)Nc1ccc(F)c(F)c1,-4%,-6%,i,-26%,6%,-1%,14%,1%,2.0%
O=[N+]([O-])c1cccnc1N1CCCNCC1,0%,-22%,i,?,12%,6%,3%,3%,0.0%
CSc1nc(NC(C)C)nc(NC(C)C)n1,22%,-12%,i,8%,-2%,-42%,-27%,-2%,-0.6%
O=P(O)(O)CN1CCNCCN(CP(=O)(O)O)CCNCC1,9%,?,?,25%,3%,0%,?,-13%,5.6%
Clc1ccc2nc3c(c(-c4ccccc4)c2c1)CNCC3,0%,9%,i,5%,5%,-29%,10%,0%,4.6%
CCOc1ccc(N2C(=O)/C(=C\c3cccs3)C(=O)NC2=S)cc1,?,32µM*,35µM*,?,9%,-33%,?,?,1.9%
CP(=O)(Nc1ccccc1)C(Cl)(Cl)Cl (centres undefined),0%,-18%,i,0%,11%,3%,9%,4%,0.2%
O=c1[nH]c(=O)n(CCC2=CCCCC2)c(O)c1/C=N/N1CCOCC1,-20%,/,i,-5%,-4%,-2%,0%,-5%,0.5%
N#Cc1cc2c(nc1SCC(=O)Nc1ccc(Cl)cc1)C1CCN2CC1,8%,-2%,i,187%,-1%,-27%,/,-4%,5.2%
O=C(Cn1cc(C=C2C(=O)NC(=O)NC2=O)c2ccccc21)NCC1CCCO1 (centres undefined),-15%,-1%,i,2%,3%,-25%,2%,1%,-0.3%
O=C1CN=C(c2ccccc2)c2c(sc3c2CCCC3)N1,-14%,-19%,?,?,-3%,-38%,4%,-6%,-0.9%

# An excerpt; count on the stated rates, not on these rows.
